# Assay outcomes as filed in PubChem.
# NALP3 yeast inh = NALP3 inhibition in yeast; Yeast reconstituted NLRP3/ASC/caspase-1, beta-gal luminescence, 24 h; inhibition, % at 10 µM; 330,000 tested, 0.39% active; AID 2825;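 active = inhibition of 50% or more; inactive = inhibition below 50%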;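 note: plate controls were induced DMSO wells for no effect and uninduced yeast grown without galactose for full effect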
# HKDC1 inh = blocks human hexokinase HKDC1 activity. 340,000 tested, 0.16% active. Q2TB90. recombinant HKDC1, G6PDH/diaphorase resazurin coupled fluorescence. inhibition, % at 20 µM. AID 493160;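 active = inhibition above about 35% when tested at 20 µM, limit read from the data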;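 note: plate controls were DMSO wells with enzyme for no effect and DMSO wells lacking enzyme for full effect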
#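 test system = in-house recombinant HK5 (HKDC1) enzyme | amount = HKDC1 at 5 µg/mL | control set = DMSO-enzyme wells negative, buffer-substituted wells positive | compound = one dose of 20 µM, 1% DMSO | schedule = reaction time 90 min, room temperature, protected from light | technique = resorufin fluorescence at 613 nm | reagent = glucose with 1 mM ATP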
# SENP6 block = inhibitors of human SENP6 protease; Q9GZR1; Recombinant SENP6 catalytic domain, aminoluciferin luminescence; inhibition, % at 10 µM; 330,000 tested, 1.8% active; AID 2599;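 active = inhibition above about 50% at the single tested dose, limit read from the data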;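 note: plate controls were DMSO wells with enzyme for no effect and DMSO wells lacking enzyme for full effect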
# Target sequence (Q9GZR1 628-1112 limits assumed): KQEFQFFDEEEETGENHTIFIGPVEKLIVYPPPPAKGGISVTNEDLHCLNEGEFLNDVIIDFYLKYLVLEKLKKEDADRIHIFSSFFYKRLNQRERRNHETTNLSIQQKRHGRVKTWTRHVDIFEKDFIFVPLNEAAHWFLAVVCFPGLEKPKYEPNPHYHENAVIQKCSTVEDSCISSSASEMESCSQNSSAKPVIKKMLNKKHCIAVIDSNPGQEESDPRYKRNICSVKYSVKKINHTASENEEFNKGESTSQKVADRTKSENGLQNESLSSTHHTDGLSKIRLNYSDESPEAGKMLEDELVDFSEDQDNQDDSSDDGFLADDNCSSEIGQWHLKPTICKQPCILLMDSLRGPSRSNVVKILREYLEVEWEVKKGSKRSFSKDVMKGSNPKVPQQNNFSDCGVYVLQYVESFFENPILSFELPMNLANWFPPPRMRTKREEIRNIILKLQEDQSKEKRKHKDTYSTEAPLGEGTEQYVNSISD
# SENP1 FRET inh = blocks the human SENP1 SUMO protease catalytic domain; recombinant SENP1 catalytic domain, CyPet-SUMO1-YPet FRET cleavage; AID 624204; Q9P0U3; 360,000 tested, 0.21% active; inhibition, % at 10 µM;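 active = inhibition at least 30% at 10 µM, raw YFP signal under a set limit, fluorescence ratio 0.5 to 1.5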;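 note: 0% = enzyme with DMSO and 100% = no enzyme wells; some results filed as inactive read as strong as hits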
#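 system = hSENP1 catalytic domain, recombinant | reagent = SFCypet-SUMO1-SFYpet substrate at 25 nM | doses = one dose per compound, 10 µM, 0.5% DMSO | incubation = enzyme reaction for 50 min at room temperature, dark | measured by = FRET, CFP and YFP emission | controls = no-enzyme low, enzyme-DMSO high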
# SENP7 block = SENP7 protease inhibition | Q9BQF6 | recombinant SENP7, Z-RLRGG-aminoluciferin luminescence, 40 min | 330,000 tested, 1.5% active | inhibition, % at 5 µM;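 active = inhibition above about 50% at the single test dose, limit read from the data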;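 note: plate controls were DMSO with enzyme for no effect and no enzyme buffer wells for full effect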
# Target sequence (Q9BQF6 706-1050 limits assumed): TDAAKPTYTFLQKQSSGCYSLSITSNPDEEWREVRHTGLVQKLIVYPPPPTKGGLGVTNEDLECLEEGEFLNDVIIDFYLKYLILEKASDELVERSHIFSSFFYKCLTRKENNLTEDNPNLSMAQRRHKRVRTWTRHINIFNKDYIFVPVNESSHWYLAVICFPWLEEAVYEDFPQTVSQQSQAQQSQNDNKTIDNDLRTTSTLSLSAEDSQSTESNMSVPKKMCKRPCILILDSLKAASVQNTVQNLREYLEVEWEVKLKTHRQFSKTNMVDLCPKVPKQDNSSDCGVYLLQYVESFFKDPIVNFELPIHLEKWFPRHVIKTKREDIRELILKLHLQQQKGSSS
# SENP8 block-1 = blocks human SENP8 cleavage of Nedd8 substrate; Q96LD8; recombinant SENP8, Nedd8 substrate fluorescence; inhibition, % at 20 µM; 360,000 tested, 0.64% active; AID 602440; in the data active = inhibition mostly above about 40%, no sharp cut-off; inactive = mostly below about 27%
# Target sequence (Q96LD8 whole entry, looked up): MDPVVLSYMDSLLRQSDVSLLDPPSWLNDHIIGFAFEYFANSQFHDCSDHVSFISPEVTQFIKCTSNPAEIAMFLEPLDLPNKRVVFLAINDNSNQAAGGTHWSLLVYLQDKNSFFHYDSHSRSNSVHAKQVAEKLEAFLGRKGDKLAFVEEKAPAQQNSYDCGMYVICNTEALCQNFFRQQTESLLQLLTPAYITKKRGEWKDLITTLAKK
# SENP8 block-2 = SENP8 protease inhibition. 330,000 tested, 1.2% active. inhibition, % at 10 µM. AID 2540. purified SENP8, Z-RLRGG-aminoluciferin cleavage, luminescence; in the data active = inhibition above about 50%
# Apaf-1 inh = blocks human Apaf-1 apoptosome activity; O14727; reconstituted apoptosome caspase-3 activity, DEVD-Rh110 fluorescence; inhibition, % at 20 µM; 330,000 tested, 0.71% active; AID 489030; active = inhibition of at least 40% at 20 µM;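 note: plate controls were DMSO wells for no effect and DEVD-CHO caspase inhibitor wells for full effect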
#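 Assay system – apoptosome proteins · Medium – Hepes buffer, pH 7.5 · Also added – cytochrome c with DEVD-Rh110 · Timing – 30 min compound preincubation, 50 min activation, room temperature · Detection – Rh110 fluorescence, excitation 480 nm, emission 540 nm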
# PfG6PD inh = PfG6PD (Plasmodium falciparum) enzyme inhibition; PfGluPho enzyme, NADPH resazurin-diaphorase fluorescence; inhibition, % at 20 µM; 350,000 tested, 0.78% active;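 active = inhibition reaching at least a set limit at 20 µM in the primary screen, cut at about 59% in these data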;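 note: 0% = DMSO wells with substrate and 100% = DMSO wells lacking glucose-6-phosphate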
# * = called active by the depositor; / = not tested or not shown.
SMILES,NALP3 yeast inh,HKDC1 inh,SENP6 block,SENP1 FRET inh,SENP7 block,SENP8 block-1,SENP8 block-2,Apaf-1 inh,PfG6PD inh
O=C(CN1C(=O)C2CCCCC2C1=O)Nc1ccccc1C(=O)O (stereo unspecified),15,5,-15,0,-3,8,-4,3,-11
COc1ccc(Cl)cc1Nc1nc(-c2sc(NC(=O)CC(C)C)nc2C)cs1,8,-3,5,-14,8,-70,7,8,17
CCC/C=N/NC(=O)C1COc2ccccc2O1 (stereo unspecified),7,-5,12,-2,-4,4,-2,-5,-2
O=C(NN=C1CCCCCCCCCCC1)c1ccncc1,11,-7,-12,1,1,20,-6,1,5
CCOc1ccc(CSC(CC(=O)O)C(=O)O)cc1 (stereo unspecified),11,-7,-12,0,-3,21,-8,1,-21
COCCNC(=O)COc1ccccc1Cl,11,-6,-3,1,8,12,2,-7,-9
Cc1ccc(N2CC(C(=O)Nc3nnc(SCC(N)=O)s3)CC2=O)cc1 (stereo unspecified),9,-8,-3,1,3,-4,-2,3,5
COc1ccc(N2CCN(C(CNC(=O)C3CCCCC3)c3cccnc3)CC2)cc1 (stereo unspecified),-1,4,-3,1,6,8,-2,9,-2
O=C(CCn1cccn1)Nc1ccc2c(c1)OCO2,8,-2,5,0,4,5,4,1,3
COc1ccc(S(=O)(=O)N2CCC(C(=O)c3ccc4c(c3)OCCO4)CC2)cc1,42,0,-1,2,1,10,5,-10,-4
COc1cccc(OCc2cc(C(=O)N(C)CCOc3ccc(C)cc3)no2)c1,28,5,18,1,18,0,1,25,13
COC(=O)c1ccc(COc2ccc(NC(C)=O)cc2)o1,21,-4,-3,2,11,5,-5,-12,3
COc1ccc(C2C(C(=O)c3ccco3)=C(O)C(=O)N2CCc2ccccc2)cc1OC (stereo unspecified),9,4,3,-3,-1,-10,2,12,-21
CC(=O)Nc1ccc(C(=O)NC2CCCC2)cc1,-10,-2,-5,-4,0,20,-1,-3,9
Cn1nc(C(=O)NCCN2CCOCC2)c2ccccc2c1=O,15,-10,10,2,6,11,-8,-11,2
Cc1ccccc1-n1ncc2c1CC(C)(C)CC2NC(=O)C1CCC1 (stereo unspecified),1,-3,-6,-1,-5,1,-10,-15,6
Cn1c(SCC(=O)Nc2sccc2C#N)nnc1-c1ccccc1,4,3,-22,2,-2,20,0,-8,7
Cc1ccc(NC(=O)NCc2ccccn2)cc1,-8,-8,-9,2,1,3,0,-14,-14
c1coc(CNc2nc3sc4c(c3c3ncnn23)CCCC4)c1,18,-3,-3,-1,-2,-7,-11,19,-5
CN1CCN(C(=S)NC(=O)c2ccc(Cl)cc2)CC1,-3,10,-15,0,2,-2,-2,-6,17
C=CCn1c(SC)nc2sc3c(c2c1=O)CCc1ccccc1-3,8,13,4,-3,3,-12,-7,1,4
CC(=O)c1ccc(OC(=O)/C=C/c2ccccc2)cc1,7,-3,44,6,14,13,-9,3,-5
CCOc1c(Br)cc(CNc2ncn[nH]2)cc1OC,6,-2,12,2,1,9,-2,-13,5
CC1CCC2C(=O)N(c3ccc(C(=O)Oc4cccc5cccnc45)cc3)C(=O)C2C1 (stereo unspecified),17,11,1,-2,9,13,-4,25,17
COc1cccc(-n2c(SCC(=O)NC3CCS(=O)(=O)C3)nc3ccccc3c2=O)c1 (stereo unspecified),11,2,0,1,9,6,0,3,-5

# More entries
SMILES,NALP3 yeast inh,HKDC1 inh,SENP6 block,SENP1 FRET inh,SENP7 block,SENP8 block-1,SENP8 block-2,Apaf-1 inh,PfG6PD inh
CCc1ccc(N(CC)C(=O)c2cn(C)c(=O)c3ccccc23)cc1,7,-3,-19,1,-11,8,-7,8,7
COc1cc(C=O)ccc1OCC(=O)Nc1cccc(S(=O)(=O)N(C)c2ccccc2)c1,22,5,-10,-1,18,9,-5,23,11
CC(C(=O)O)n1cc(C#N)c(=O)[nH]c1=O (stereo unspecified),/,-8,/,0,/,-2,/,/,11
COc1ccc(C(=O)Cn2c(C(=O)/C=C/c3ccccc3)nc3ccccc32)cc1,10,3,-2,1,-2,1,5,18,4
CCCn1c(SC(C)C(=O)NCC2CCCO2)nc2sc(CC)cc2c1=O (stereo unspecified),6,0,-12,-2,8,-1,-7,-8,-9
Cc1nc(Nc2ccc3c(c2)OCCO3)c2oc3ccccc3c2n1,17,6,2,0,4,-54,3,9,17
N#C/C(=C\c1c(Oc2ccccc2Cl)nc2ccccn2c1=O)C(=O)NC1CCS(=O)(=O)C1 (stereo unspecified),-5,1,-4,-27,-2,-298,-7,0,15
COC(=O)c1c(C)[nH]c(C(=O)OC(C)C(=O)N2CCOCC2)c1C (stereo unspecified),21,-3,-4,-1,-5,3,-4,-4,0
O=C(NCC1CCCO1)c1nn2c(C(F)(F)F)cc(-c3ccco3)nc2c1Cl (stereo unspecified),1,-3,-8,-5,-1,-34,-4,-13,6
CCOc1ccccc1N(CC(=O)NC1CCCCC1)C(=O)CCC(=O)Nc1nccs1,19,-4,-10,0,3,16,9,11,24
CCOc1ccc(-n2cc(-c3ccccc3)c3c(SC(C)C(=O)OC)ncnc32)cc1 (stereo unspecified),8,-2,0,1,-7,-25,-3,17,-1
O=C(CC1=NC2(CCCC2)Cc2ccccc21)N1CCOCC1,17,-12,-43,-3,3,12,5,-4,25
Cc1ccc(Oc2cc(-n3nc(C)cc3C)ncn2)cc1,-2,-7,54*,1,47,16,20,4,-1
O=C(Cc1ccccc1)Nc1ccc2c(c1)CCC2,35,-6,-36,1,-10,17,-20,1,-4
O=S(=O)(c1ccc(Cl)cc1)N1CCC2(CC1)OCCN2S(=O)(=O)c1cccs1,2,-8,-7,1,-12,0,-8,28,4
Cc1ccc(C)c(COc2coc(CN3CCN(C(=O)c4ccco4)CC3)cc2=O)c1,11,0,-11,0,-16,11,-10,6,-18
Cc1nc(Sc2nnnn2C)c2c3c(sc2n1)CCC3,14,2,-8,2,0,-366,2,-1,1
Cc1ccc(NC(=O)c2cnc(N3CCN(c4ccccn4)CC3)c3ccccc23)c(Br)c1,/,10,/,2,/,-187,/,/,-8
COc1ccc(C(=O)c2ccc(OC)cc2O)c(O)c1,35,4,13,-4,12,12,-5,11,16
NC(Cc1c[nH]c2ccc(OCc3ccccc3)cc12)C(=O)O (stereo unspecified),1,6,15,-21,4,-3,4,4,12
CCN(C(=O)CCc1nnc2ccc(NCc3ccco3)nn12)c1ccccc1,10,-2,-4,-9,17,6,-9,6,2
COc1ccc(CCNC(=O)CCNC(=O)c2ccc(Br)cc2)cc1OC,1,-6,-16,3,-7,22,-8,0,-5
O=S(=O)(Nc1nc2ccccc2nc1NCCN1CCOCC1)c1cccc(Cl)c1,12,1,-14,1,-4,-27,-2,3,-5
CC(C)CNC(=O)COc1cccc(C(=O)NCc2ccccc2)c1,28,-4,2,2,5,-1,-3,-7,-15
CCCN(CCC)Cc1c(C(=O)N/N=C/c2ccc(Br)cc2)nnn1-c1nonc1N,16,0,12,-2,3,10,3,26,34

# Copied from the listing (3 entries):
SMILES,NALP3 yeast inh,HKDC1 inh,SENP6 block,SENP1 FRET inh,SENP7 block,SENP8 block-1,SENP8 block-2,Apaf-1 inh,PfG6PD inh
COc1cc(C=O)ccc1OCC(=O)Nc1cccc(S(=O)(=O)N(C)c2ccccc2)c1,22,5,-10,-1,18,9,-5,23,11
CC(C(=O)O)n1cc(C#N)c(=O)[nH]c1=O (stereo unspecified),/,-8,/,0,/,-2,/,/,11
COc1ccc(C(=O)Cn2c(C(=O)/C=C/c3ccccc3)nc3ccccc32)cc1,10,3,-2,1,-2,1,5,18,4

# The listing picks up with the 2 entries that preceded the break.
SMILES,NALP3 yeast inh,HKDC1 inh,SENP6 block,SENP1 FRET inh,SENP7 block,SENP8 block-1,SENP8 block-2,Apaf-1 inh,PfG6PD inh
CC(C)CNC(=O)COc1cccc(C(=O)NCc2ccccc2)c1,28,-4,2,2,5,-1,-3,-7,-15
CCCN(CCC)Cc1c(C(=O)N/N=C/c2ccc(Br)cc2)nnn1-c1nonc1N,16,0,12,-2,3,10,3,26,34
COc1ccc(N2CCN(C(=O)c3ccc(COc4ccc5c(C)cc(=O)oc5c4)cc3)CC2)cc1,24,-10,1,-3,2,-208,-2,58*,-3
Cc1ccccc1NC(=S)NC(=O)CCc1ccccc1,6,-7,1,3,-1,12,2,12,13
Nc1c(C(=O)NCc2ccco2)nnn1-c1ccccc1,9,-3,20,-1,-6,4,-5,-3,21
CSc1ccccc1NC(=O)CSCc1ccccc1Br,45,2,-34,0,-4,26,5,21,25
CNC(=O)c1c(O)c2cccc3c2n(c1=O)CCC3,50*,-4,6,-1,17,-92,-3,1,-17
COC(=O)CCNC(=O)Cc1ccc(S(=O)(=O)N2CCCCC2)s1,-5,-3,-20,-7,12,-7,-2,2,-2
CCCCc1nc2cc(C(=O)N3CCNC(=O)C3CC(=O)OC)ccc2o1 (stereo unspecified),4,-5,-8,-1,-3,6,0,-8,9
CC1(C)C(=O)Nc2ccccc2N1C(=O)COC(=O)C1CCCCC1,8,3,-9,-1,-3,22,-12,19,12
CCOC(=O)CSc1[nH]c2cc(OC)ccc2c1[N+](=O)[O-],0,0,-17,-43,-5,-99,-15,-8,15
NNc1nc2ccccc2c(=O)n1Cc1ccccc1,7,-1,2,0,-19,-308,-14,-1,51
O=[N+]([O-])c1ccc2sc(SCc3nc4ccccn4c3Br)nc2c1,-9,/,-29,/,-8,/,-15,5,/
CC(=O)C(C(c1ccccc1)N1CCCc2ccccc21)N1CCOCC1 (stereo unspecified),/,-3,/,16,/,-5,/,/,9
COc1ccc2c([N+](=O)[O-])c(Cl)[nH]c2c1,13,6,-28,1,3,-36,-5,7,50
Cc1csc(NC(=O)CSCc2c(C)noc2C)n1,15,-1,-7,1,-5,2,1,5,-1
COc1ccc(NC(=O)CSc2nncc(=O)n2N)cc1OC,-3,18,-4,0,10,8,-7,-7,-5
O=C(CCc1ccccc1)NNC(=O)Nc1ccc(Br)cc1,29,3,-10,-1,2,-7,-2,6,-2
O=C(CCc1ccc(F)c(F)c1)NC1CCCN(Cc2ccc(Cl)cc2)C1 (stereo unspecified),21,-5,-16,-2,-17,4,-5,2,-14
O=C(COC(=O)CC1CC2CCC1C2)Nc1c(F)cccc1F (stereo unspecified),5,-1,1,4,-2,14,0,-1,-17
CC(=O)N1CCN(S(=O)(=O)c2cccc(C(=O)NNC(=O)Cn3ccc(C(F)(F)F)n3)c2)CC1,15,-1,-10,3,10,10,-14,-2,-16
NS(=O)(=O)c1ccc(CNS(=O)(=O)c2ccc3c(c2)OCCO3)cc1,5,-1,-7,0,7,2,-13,-10,-11
Cc1nc(C)c(C(=O)OCC(=O)Nc2ccccc2SCC#N)s1,13,0,-10,45*,-3,1,13,-5,23
COc1cccc(C(=O)Nc2ccc(-c3nc4ccccc4o3)c(O)c2)c1,9,-1,-14,-2,-4,-270,-9,-2,-12
CC(C)(C)NC(=O)CCc1nnc(Cc2c[nH]c3ccccc23)o1,16,1,15,-5,0,15,1,-10,-18
CC(C)(C)n1nnnc1C(c1ccc(F)cc1)N1CCC(C(N)=O)CC1 (stereo unspecified),-5,-13,-5,3,4,3,0,-3,-10
NC(=O)c1cc2ccccc2o/c1=N\NC(=O)c1ccncc1,6,-2,3,2,8,10,0,-12,3
CC(C(=O)Nc1ccccc1Sc1ccccc1)N(c1ccccc1)S(C)(=O)=O (stereo unspecified),10,5,-11,3,3,20,9,17,-2
